Screens deposited in PubChem by National Center for Advancing Translational Sciences (NCATS).
Akt phos inh: Akt phosphorylation inhibition; activity change, % for hits at 50 µM; Neuro2A IGF-stimulated pAkt S473 HTRF, 20 min; hits give low values; AID 651550; 0.32% of 360,000 active; in the data active = activity change below about -80%; inconclusive = mostly about -51% to -80%; also: % is scaled to controls: 0 for no effect and ±100 for the full control effect
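Neuro2A cells in DMEM with 0.5% FBS, overnight at 37 deg C, given compound at single 50 µM final, then IGF (6 nM final) for 20 min at 37 deg C. Lysed; phospho-Akt Ser473 by HTRF after 24 h, 665/615 ratio.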
Mm-Cpn inhibitor: M. maripaludis TRiC chaperonin inhibition | purified Mm-Cpn ATPase, ADP Transcreener TR-FRET | 0.031% of 330,000 active | Potency, µM (top dose mostly 76.9 µM), for inactives: at the highest dose activity, negative = inhibition, usual class: inhibitors | AID 504842; also: potency is read from the fitted curve at half-maximal effect; % is scaled to controls: 0 for no effect and ±100 for the full control effect; nearly all actives have a fitted effect of over 80% in size
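Eu-cryptate anti-ADP/ADP-d2 competition gives a ratio inversely related to ADP. Enzyme at 25 nM was pre-exposed to compound for 10 min, then given 10 uM ATP for 30 min, 37°C throughout.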
TGFb SMAD3 inh: blocks TGF-b signaling | HepG2 CAGA-GFP TGF-b/SMAD3 reporter, GFP fluorescence, 18 h; TGF-beta stimulated, 500 pg/mL final | Potency, µM (series often up to 46.1 µM), for inactives: top-dose activity, negative = inhibition, hits mostly inhibitors | 1.2% of 410,000 active; also: potency is read from the fitted curve at half-maximal effect; % is scaled to controls: 0 for no effect and ±100 for the full control effect; nearly all actives have a fitted effect of over 65% in size
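Using HEPG2 CAGA-GFP reporter cells at 1000 cells/well, we pinned test compounds, stimulated with recombinant TGF-beta (500 pg/mL final) and measured total well GFP after 18 h.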
S2 tox: cell viability loss in ATXN counter-screen | S2 cells (HEK-293 line with an ATXN2-luciferase reporter) viability, CellTiter-Fluor protease fluorescence, 24 h | 0.49% of 400,000 active | Potency, µM (top dose mostly 56.7 µM), actives largely listed as cytotoxic | AID 651635; also: potency is read from the fitted curve at half-maximal effect; nearly all actives have a fitted effect of over 40% in size
Nrf2 inh: inhibitors of Nrf2 signaling | A549 ARE-Fluc reporter, luciferase luminescence, 18-24 h | Potency, µM (top dose mostly 46 µM), for the others: top-dose activity change, negative = inhibition, actives largely listed as inhibitors | AID 504444 | 2.1% of 360,000 active; also: potency is read from the fitted curve at half-maximal effect; % is scaled to controls: 0 for no effect and ±100 for the full control effect; nearly all actives have a fitted effect of over 60% in size
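Nrf2 function is reported as luminescence of an ARE-controlled luciferase in A549 cells. Compounds were tested at several concentrations, and a CellTiter-Fluor read on the same wells flagged cytotoxicity.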
CCT modulator: changes cytosolic chaperonin activity | purified chaperonin ATPase assay, HTRF ADP detection, 30 min | activity change, % (test concentration not listed), hits read low | 0.3% of 360,000 active | AID 651819; in the data active = activity change below about -30%; also: % is scaled to controls: 0 for no effect and ±100 for the full control effect
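TRiC (40 or 20 nM final, by batch activity) in 30 mM Tris pH 7.4, 100 mM KCl, 5 mM MgCl2, 1 mM DTT was treated with compound at 76 uM single dose, then 10 uM ATP, 30 min at 37 °C. ADP was read by HTRF Transcreener.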
A549 tox: kills or reduces viability of A549 cells in Nrf2 counter-screen | A549 ARE-Fluc cells, CellTiter-Fluor viability, 18-24 h | Potency, µM (series often up to 46 µM), inactives show at the top dose activity change, negative = cytotoxicity, usual class: inhibitors | 0.16% of 390,000 active; also: potency is read from the fitted curve at half-maximal effect; % is scaled to controls: 0 for no effect and ±100 for the full control effect
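A549 ARE_Fluc cells in 5% FBS OPTI-MEM were exposed to compounds in concentration-response for 18-24 h at 37 deg C. Viability was read by CellTiter-Fluor fluorescence (Ex 405/Em 525) after 30 min, before the luciferase read.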
HepG2 tox: counter-screen for TGF-b inhibitors: cytotoxicity in HepG2 cells; HepG2 CAGA-GFP viability, ATP luminescence, 18 h; Potency, µM (top dose mostly 46.1 µM), without a hit: at the top dose activity change, negative = cytotoxicity, most hits filed as cytotoxic; 0.76% of 410,000 active; also: potency is read from the fitted curve at half-maximal effect; some results filed as inactive show a strong effect at the top dose
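HepG2 CAGA-GFP cells (1000/well, DMEM with 1% FBS) received compound, then TGF-beta at 500 pg/mL final, and were incubated 18 hours at 37 degrees C. Viability was read by CellTiter-Glo luminescence. Media-only wells were set as complete cell-killing and DMSO as no toxicity.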
Nrf2 ARE act: activators of Nrf2 (ARE) signaling. AREc32 ARE-luciferase reporter (MCF7-derived line), luminescence, 24 h. Potency, µM (highest dose often 46.1 µM), for inactives: top-dose activation, most hits filed as activators. 0.31% of 410,000 active. AID 624171; also: potency is read from the fitted curve at half-maximal effect; % of control where 0% means no effect; nearly all actives have a fitted effect of over 65% in size
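Quantitative high-throughput format: AREc32 reporter cells, 1000 per well, received compound by pin transfer and were incubated 24 hr at 37 deg C, 5% CO2, before Steady-Glo luminescence detection.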
* marks the source's active call; other numbers are inactive results; i = inactive; ? = inconclusive; · = not tested or not shown; [ ] = remark or other dose. Unless noted, calls follow the shape of the dose curve; as a rule, active = well fitted curve in the direction sought with a large enough effect; inconclusive = small, poorly fitted or top-dose-only effect, or another doubt; inactive = no such curve, though single readings can be large; an effect the other way counts as inactive or inconclusive.

Sample of the layout, 3 compounds:
SMILES | Akt phos inh | Mm-Cpn inhibitor | TGFb SMAD3 inh | S2 tox | Nrf2 inh | CCT modulator | A549 tox | HepG2 tox | Nrf2 ARE act
COc1cc(/C(C)=N/N2CCN(c3ccccc3OC)CC2)ccc1O | i | 0% | -2% | i | 6% | -2.1 | 2% | 5% | 3.8%
COc1ccc2c(c1)[nH]c1c(=O)n(CCCN3CCOCC3)cnc12 | i | 2% | 1% | i | ? | -4.2 | -1% | -3% | 2.2%
O=C(c1ccccc1)c1ccc(COC(=O)c2cnccn2)cc1 | i | 1% | 15% | i | 6% | -0.5 | 0% | -4% | 0.4%

Main list, from the start:
SMILES | Akt phos inh | Mm-Cpn inhibitor | TGFb SMAD3 inh | S2 tox | Nrf2 inh | CCT modulator | A549 tox | HepG2 tox | Nrf2 ARE act
COc1cc(/C(C)=N/N2CCN(c3ccccc3OC)CC2)ccc1O | i | 0% | -2% | i | 6% | -2.1 | 2% | 5% | 3.8%
COc1ccc2c(c1)[nH]c1c(=O)n(CCCN3CCOCC3)cnc12 | i | 2% | 1% | i | ? | -4.2 | -1% | -3% | 2.2%
O=C(c1ccccc1)c1ccc(COC(=O)c2cnccn2)cc1 | i | 1% | 15% | i | 6% | -0.5 | 0% | -4% | 0.4%
Cc1ccc(NC(=O)c2cc(N3C(=O)C4CC=CCC4C3=O)ccc2N2CCOCC2)cc1Cl (configuration not stated) | i | 0% | 36%[activator] | i | · | 0.7 | 1% | -8% | -0.1%
Cc1ccc(C(=O)NNC(=O)c2ccccc2-n2cccc2)cc1 | i | -1% | 14% | i | -26% | -0.4 | -4% | -9% | 0.2%
COc1cccc(CNC(=O)C(C)n2c(=O)cc(-c3ccccc3)c3c(C)nn(C)c32)c1 (configuration not stated) | · | · | 1% | i | ? | · | -1% | 1% | 0.6%
O=C(N[C@@H](Cc1c[nH]c2ccccc12)C(=O)O)c1ccc(Cl)cc1 | i | -1% | -2% | i | 1% | 0.0 | 1% | -10% | -0.2%
CCCCn1c(=O)c2oc3ccccc3c2n(CC(=O)Nc2ccc(CC)cc2)c1=O | · | · | -2% | · | -10% | · | -1% | -11% | -0.1%
OC[C@@H]1CN(Cc2ccc(-c3ccccc3)cc2)C[C@H](n2cnc3c(N4CCCC4)ncnc32)O1 | i | · | ? | ? | · | -0.6 | · | -24% | 0.8%
O=C(c1cc2ccccc2oc1=O)N1CCCC1 | i | 2% | 5% | i | -1% | -3.4 | -1% | 4% | -0.1%
CCCCOc1ccc(S(=O)(=O)NC(=O)C2(C)CCN2C(=O)Cc2cccs2)cc1 (configuration not stated) | i | · | 12% | i | · | 0.5 | · | 1% | 0.6%
C/C=C\C(=O)Nc1cccc(C2=NOC3(C2)C[C@@H](C(N)=O)N(C(=O)COc2ccc(Cl)cc2)C3)c1 (some centres not stated) | i | 3% | -1% | i | 2% | -1.8 | 2% | 0% | 0.4%
CC(=O)Oc1ccc(OC(C)=O)c2c1CC(C)=C(C)C2 | i | -5% | 2% | i | 3% | -1.1 | 3% | -1% | 0.1%
CCCCCOC(=O)CCN1C(=O)/C(=C2\SC(=S)N(CCC(=O)OCCCCC)C2=O)SC1=S | i | 2% | 16% | i | 0% | -2.1 | -12% | 18% | -0.7%
COc1cccc2c1OCC(C(=O)Nc1nccs1)=C2 | i | -6% | 1% | i | ? | 1.3 | 1% | 0% | 15%
CSc1ccc(CN2CCN(C(=O)CC(C)C)CC2)cc1 | i | 0% | -20% | i | 26µM* | 0.3 | 0% | -22% | -0.6%
COc1ccc(-c2nc(NCCCN(C)C)c3ccccc3n2)cc1 | i | -3% | -18% | ? | -8% | -1.0 | ? | -36% | 9.6%
COc1ccccc1N1CCN(C(=O)c2ccc3c(=O)n(Cc4ccc5c(c4)OCO5)c(=O)[nH]c3c2)CC1 | i | 0% | ? | i | 15µM* | -1.7 | -9% | -16% | -0.1%
CCN(CC)S(=O)(=O)c1ccc(NC(=O)c2c(C)oc3ncnc(N4CCOCC4)c23)cc1 | · | · | -26% | · | 1% | · | -6% | -23% | -0.1%
CN(C)CCCN(C(=O)c1ccc(S(=O)(=O)N2CCOCC2)cc1)c1nc2cc3c(cc2s1)OCO3 | i | -2% | -2% | i | 2% | 1.9 | 4% | -24% | -1.3%
Cc1ccc(C)c(NC(=O)c2cc([N+](=O)[O-])cc([N+](=O)[O-])c2)c1 | i | 2% | -10% | i | -7% | -17 | -1% | -1% | -0.1%
O=C(O)c1ccc(S(=O)(=O)Nc2ccc(F)c(Cl)c2)cc1 | i | 1% | 0% | i | · | -0.5 | -1% | 6% | 0.2%
CCOC(=O)c1sc2ncc([N+](=O)[O-])cc2c1N | i | 1% | 22% | ? | ? | 0.9 | -9% | 18% | 4.9%
CCOCCCNC(=O)CN1C(=O)c2ccccc2Sc2ncccc21 | i | 2% | 7% | i | -11% | -1.2 | -2% | 8% | -0.5%
CC(OC(=O)c1cc2sccc2n1C)C(=O)NCCc1ccccc1 (configuration not stated) | i | -1% | -13% | i | ? | -3.2 | -1% | -13% | -0.6%
Fc1cc(F)cc(NC(=S)Nc2ccccc2N2CCOCC2)c1 | i | -1% | 5% | i | -1% | -1.0 | 11% | -4% | 2.5%
CC1(C)[C@H]2CC=C(CN3CCC(N4CCC(C(=O)N5CCCC5)CC4)CC3)[C@@H]1C2 | i | -1% | -8% | i | -17% | -4.3 | 1% | -13% | 0.3%
CC(=O)N1CCCc2cc(S(=O)(=O)N3CCC(C(=O)NCc4ccccc4Cl)CC3)ccc21 | · | · | -8% | i | · | · | -3% | -31% | 7.3%
CCOc1ccc(C(=O)CN2CCN(S(=O)(=O)c3ccc(F)cc3)CC2)cc1 | i | 0% | 2% | i | 1% | -2.5 | 2% | -1% | 0.2%
CCCCn1c(NCc2ccccc2O)nc2ccccc21 | i | 1% | -16% | ? | -4% | -1.7 | -3% | -9% | 9.7%
COc1ccccc1-c1sc2cc3c(cc2c1-c1ccc(OCCN2CCCCC2)cc1)OCO3 | i | -11% | ? | ? | -20% | 0.1 | ? | 10µM* | 0.4%
COc1ccc(CCNC2=NCCS2)cc1 | i | 1% | -3% | i | 14% | 0.3 | -1% | 7% | -0.8%
CC(C)(C)NC(=O)CSc1nc2ccccc2c(=O)[nH]1 | i | 0% | 6% | i | ? | 2.4 | ? | 16% | 3.5%
Cc1cccc(NC(=O)Cn2nnc(C(=O)Nc3ccccc3Br)c2N)c1C | · | · | 4% | · | ? | · | 0% | 10% | 0.0%
O=C(CSc1nncc2ccccc12)Nc1ccc(F)cc1 | i | 0% | 10% | i | ? | -1.3 | 4% | 1% | 0.4%
COC(=O)CCC(=O)OC1(C)C(=O)C=C2C=C(C3CC3)N(C(CO)CO)C=C2C1=O (configuration not stated) | i | 2% | 1% | i | 24% | -1.0 | 1% | -5% | -1.1%
CCOC(=O)c1oc2ccccc2c1NC(=O)CN1CCOCC1 | i | -2% | ? | i | 5% | -0.5 | 2% | 2% | -0.5%
CC(C)c1ccc(S(=O)(=O)N2CCN(C(=O)c3ccco3)CC2)cc1 | i | -2% | -3% | i | -17% | -1.2 | 3% | -19% | -0.9%
O=C(CSc1ncn[nH]1)N(C1CCCCC1)C1CCCCC1 | i | 3% | 4% | i | -4% | -0.8 | 1% | -19% | -0.3%
C/C(=N/OC(=O)c1ccc(Cl)cc1Cl)c1oc(C)nc1C | i | -1% | 10% | i | ? | 0.4 | 0% | -10% | -0.6%
COc1ccc(OC)c(S(=O)(=O)N2CCc3ccccc3C2)c1 | i | 1% | -3% | i | -21% | -1.3 | 0% | -1% | -0.5%
COc1ccc(NC(=O)N2CCN(S(=O)(=O)c3ccc(F)cc3)CC2)c(OC)c1 | i | 5% | 0% | i | 8% | -1.2 | -1% | -58% | -0.5%
CN(Cc1cn(Cc2ccc(Cl)cc2)nn1)C1CN(Cc2cn(Cc3ccc(Cl)cc3)nn2)S(=O)(=O)C1 (configuration not stated) | i | · | · | i | · | -1.4 | · | · | 4.3%
CC(C)(C)c1nc2cc(Cl)c([N+](=O)[O-])cc2o1 | i | 3% | 7.1µM* | i | 3% | -4.6 | -1% | -20% | 4.6%

Whole records, looked up by structure. Screens in order: Akt phos inh	Mm-Cpn inhibitor	TGFb SMAD3 inh	S2 tox	Nrf2 inh	CCT modulator	A549 tox	HepG2 tox	Nrf2 ARE act
Shown for COc1ccc(OC)c(S(=O)(=O)N2CCc3ccccc3C2)c1 = i	1%	-3%	i	-21%	-1.3	0%	-1%	-0.5%
Shown for CC(C)c1ccc(S(=O)(=O)N2CCN(C(=O)c3ccco3)CC2)cc1 = i	-2%	-3%	i	-17%	-1.2	3%	-19%	-0.9%
Shown for CC(C)(C)c1nc2cc(Cl)c([N+](=O)[O-])cc2o1 = i	3%	7.1µM*	i	3%	-4.6	-1%	-20%	4.6%
Shown for COc1ccc(NC(=O)N2CCN(S(=O)(=O)c3ccc(F)cc3)CC2)c(OC)c1 = i	5%	0%	i	8%	-1.2	-1%	-58%	-0.5%

This is a random part of the collection. Share with any hit: about 4.4%.
